Bioassay records deposited in PubChem by National Center for Advancing Translational Sciences (NCATS).
Pf growth 96h: P. falciparum growth inhibition at 96 hours. P. falciparum luciferase reporter growth, 96 h. Potency, µM (doses to about 28.7 µM), inactives show at the top dose activity change, negative = inhibition, actives largely listed as inhibitors. 320,000 compounds, 6.9% hits. AID 504834; further: potency means the concentration at half of the fitted maximal effect; on the % scale 0 is the no-effect control and ±100 the full control effect
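Luminescence readout: decreased luciferase signal marks inhibited growth of reporter-expressing P. falciparum in infected red cells (2% hematocrit, 0.05% parasitemia final), exposed to compound two generations (96 h, 37 C, 5% CO2).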
Cycloheximide cs: counter-screen for Shiga toxin inhibitors: cycloheximide protein synthesis inhibition; max response, %; 300,000 compounds, 12% hits; cell reporter, cycloheximide protein synthesis inhibition counterscreen; in the data active means max response mostly above about 13%, no sharp cut-off; inactive means mostly below about 14%; further: read at 38.3 µM for the half of the compounds with a filed dose; 0% is about no effect
HCV inhibitor: HCV inhibition; Huh7.5.1 HCVcc-Cre infection, luciferase reporter, 44 h; Potency, µM (series often up to 41.8 µM), without a hit: top-dose activity change, negative = inhibition, hits mostly inhibitors; 340,000 compounds, 3.4% hits; AID 651820; further: potency means the concentration at half of the fitted maximal effect; on the % scale 0 is the no-effect control and ±100 the full control effect
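Luciferase read-out (15 sec integration) after a 15 min room-temperature substrate step quantifies HCVcc-Cre infection. Cells, 1,000 per well, had compound added 4 h post-plating, then virus at ~0.5 moi, and were cultured 44 h.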
Giardia FBPA inh: inhibitors of Giardia lamblia fructose-1,6-bisphosphate aldolase; AID 2451; 290,000 compounds, 0.71% hits; purified Giardia FBPA; A8B2U2; Potency, µM (doses to about 59.6 µM), inactives show top-dose activity, negative = inhibition, most hits filed as inhibitors; further: potency means the concentration at half of the fitted maximal effect; on the % scale 0 is the no-effect control and ±100 the full control effect; nearly all actives have a fitted effect of over 55% in size
Target sequence (A8B2U2 whole entry, looked up): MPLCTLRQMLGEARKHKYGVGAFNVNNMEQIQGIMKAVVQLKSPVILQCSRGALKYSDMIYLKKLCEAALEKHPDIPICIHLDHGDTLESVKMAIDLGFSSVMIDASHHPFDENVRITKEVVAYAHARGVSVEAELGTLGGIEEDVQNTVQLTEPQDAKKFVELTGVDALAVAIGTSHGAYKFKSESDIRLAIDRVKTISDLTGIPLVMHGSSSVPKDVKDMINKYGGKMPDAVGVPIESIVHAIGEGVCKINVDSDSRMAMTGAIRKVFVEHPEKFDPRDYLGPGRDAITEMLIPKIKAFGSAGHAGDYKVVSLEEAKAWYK
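Giardia FBPA (40 nM reagent) was preincubated 10 min at RT with compound (up to 57.5 uM final), then substrate plus GAPDH/TPI/NAD/arsenate coupling system with diaphorase/resazurin was added; resorufin fluorescence (525/598 nm) was read after 20 min.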
Shiga toxin inh: Shiga toxin inhibition. inhibition, % at 38.7 µM. 290,000 compounds, 9.2% hits. Vero cells, Shiga toxin protein synthesis inhibition reporter; in the data active means inhibition mostly above about 28%, no sharp cut-off; inactive means mostly below about 43%; further: 0% is about no effect
Pf growth 48h: P. falciparum growth inhibition at 48 hours (one generation); AID 504832; Potency, µM (top dose mostly 28.7 µM), without a hit: at the highest dose activity change, negative = inhibition, actives largely listed as inhibitors; 310,000 compounds, 5.9% hits; P. falciparum luciferase growth in erythrocytes, 48 h; further: potency means the concentration at half of the fitted maximal effect; on the % scale 0 is the no-effect control and ±100 the full control effect
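Firefly luciferase activity from engineered P. falciparum reports growth; inhibitors lower the luminescent signal. Cultures contained 2% hematocrit erythrocytes at 0.1% final parasitemia.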
Numbers without * were called inactive; & = joins results of further samples; [ ] = dose if it differs, or a comment. Unless noted, the call rests on the fitted dose curve; in most records, active means well fitted curve in the direction sought with a large enough effect; inconclusive means small, poorly fitted or top-dose-only effect, or another doubt; inactive means no such curve, though single readings can be large; an effect the other way counts as inactive or inconclusive.

For COc1ccc(-c2[nH]ncc2/C=N/NC(=O)c2ccc(Br)cc2)c(OC)c1 the results were Pf growth 96h -17%, Cycloheximide cs -4, HCV inhibitor 4%, Giardia FBPA inh 0%, Shiga toxin inh -8 and Pf growth 48h 10%.
`CCCCN(CC)S(=O)(=O)N1CCC(C(=O)NCCCN2CCOCC2)CC1` gave Pf growth 96h 4%, Cycloheximide cs -2, HCV inhibitor 8%, Giardia FBPA inh 5%, Shiga toxin inh 5 and Pf growth 48h 18%.
Screening CCOP(=O)(Cc1cc(C(C)=O)c(C)o1)OCC returned Pf growth 96h 1%, Cycloheximide cs -3, HCV inhibitor 16%, Giardia FBPA inh -14%, Shiga toxin inh -1 and Pf growth 48h -6%.
Screening Cc1ccc(OC(=O)c2ccncc2)c(C)c1 returned Pf growth 96h 38%, Cycloheximide cs -2, HCV inhibitor 22%, Giardia FBPA inh 10% and Pf growth 48h -2%.
For Cc1c(C)c2ccc(OCC(=O)Nc3cccnc3)c(C)c2oc1=O the results were Pf growth 96h inconclusive, Cycloheximide cs 26*, HCV inhibitor inconclusive, Giardia FBPA inh 2%, Shiga toxin inh 32 and Pf growth 48h 49%[activator].
CCOc1ccc(N2CC(C(=O)NCCN3C(=O)S/C(=C\c4ccc(OC)c(OC)c4)C3=O)CC2=O)cc1 (stereo unspecified) was read as Pf growth 96h -6%, Cycloheximide cs -3, HCV inhibitor -16%, Giardia FBPA inh 6%, Shiga toxin inh -6 and Pf growth 48h -8%.
For CCn1c(Cc2ccc(OC)cc2)nnc1SCC(=O)NC1CC1 the results were Pf growth 96h -5%, Cycloheximide cs -6, HCV inhibitor 18%, Shiga toxin inh -5 and Pf growth 48h 22%.
O=C(COc1cccnc1[N+](=O)[O-])NC1CCS(=O)(=O)C1 (stereo unspecified) was read as Pf growth 96h 46%[activator], Cycloheximide cs -4, HCV inhibitor 32%[activator], Giardia FBPA inh 1%, Shiga toxin inh -14 and Pf growth 48h 9%.
Cc1cc2c(C)c(C)c(=O)[nH]c2cc1N was read as Cycloheximide cs -1, HCV inhibitor 6%, Giardia FBPA inh inconclusive, Shiga toxin inh 11 and Pf growth 48h 7%.
CN1C(=O)C(O)(C2COC(C)(C)CC2=O)c2ccccc21 (stereo unspecified) was read as Pf growth 96h 62%[activator], Cycloheximide cs -4, HCV inhibitor 5%, Giardia FBPA inh 14% and Shiga toxin inh -33.
For CCCCOc1ccc(C(=O)N/C(=C/C=C/c2ccccc2)C(=O)N2CCOCC2)cc1 the results were Pf growth 96h inconclusive, Cycloheximide cs -4, HCV inhibitor inconclusive, Giardia FBPA inh -2%, Shiga toxin inh 9 and Pf growth 48h -29%.
`COc1ccc(Br)cc1CN(C)CC(=O)Nc1cc(Cl)cc(Cl)c1` gave Pf growth 96h 0%, Cycloheximide cs -1, HCV inhibitor inconclusive, Giardia FBPA inh 1%, Shiga toxin inh -9 and Pf growth 48h -2%.
N#CCCN(Cc1cccs1)C(=O)c1ccc(Cl)cc1 was read as Pf growth 96h -15%, Cycloheximide cs -3, HCV inhibitor 6%, Giardia FBPA inh 5%, Shiga toxin inh -3 and Pf growth 48h -31%.
`Cc1cc(=O)oc2ccc(OC(=O)CN3C(=O)c4cccc([N+](=O)[O-])c4C3=O)cc12` gave Pf growth 96h 26%, Cycloheximide cs 18, HCV inhibitor 33%[activator], Giardia FBPA inh -16%, Shiga toxin inh -10 and Pf growth 48h 23%.
`CC(c1ccccc1)n1c(CCCO)nc2ccccc21` (stereo unspecified) gave Pf growth 96h 72%[activator], Cycloheximide cs -3, HCV inhibitor inconclusive, Giardia FBPA inh -2%, Shiga toxin inh 1 and Pf growth 48h -12%.

The list goes on (2 carried over from the part before).
`Cc1cc(=O)oc2ccc(OC(=O)CN3C(=O)c4cccc([N+](=O)[O-])c4C3=O)cc12` gave Pf growth 96h 26%, Cycloheximide cs 18, HCV inhibitor 33%[activator], Giardia FBPA inh -16%, Shiga toxin inh -10 and Pf growth 48h 23%.
`CC(c1ccccc1)n1c(CCCO)nc2ccccc21` (stereo unspecified) gave Pf growth 96h 72%[activator], Cycloheximide cs -3, HCV inhibitor inconclusive, Giardia FBPA inh -2%, Shiga toxin inh 1 and Pf growth 48h -12%.
`O=C(c1cccs1)n1nc(-c2ccc(Cl)cc2)nc1NCc1ccco1` gave Pf growth 96h 356%[activator], Cycloheximide cs -1, HCV inhibitor -4%, Giardia FBPA inh -3%, Shiga toxin inh 11 and Pf growth 48h 55%[activator].
`COc1ccc(CNC(=O)COC(=O)c2cccs2)cc1` gave Pf growth 96h 1%, Cycloheximide cs 27*, HCV inhibitor 14%, Giardia FBPA inh 4%, Shiga toxin inh 47* and Pf growth 48h 40%[activator].
For O=C(NC(=S)N1CCCCCC1)c1ccccc1Cl the results were Pf growth 96h -12%, Cycloheximide cs -3, HCV inhibitor -19%, Giardia FBPA inh inconclusive, Shiga toxin inh 21 and Pf growth 48h 5.2µM*.
`CNC(=O)CN(C)S(=O)(=O)c1ccc(OC)c(Cl)c1` gave Pf growth 96h 1%, Cycloheximide cs -2, HCV inhibitor inconclusive, Giardia FBPA inh 6%, Shiga toxin inh -15 and Pf growth 48h 10%.
Screening COc1cc2[nH]c(=O)n(CCC(=O)NCc3cccnc3)c(=O)c2cc1OC returned Pf growth 96h 36%[activator], Cycloheximide cs -4, HCV inhibitor 2%, Giardia FBPA inh 0%, Shiga toxin inh -4 and Pf growth 48h 20%.
For COc1ccccc1N1CCN(CC(O)COc2ccc(C)cc2C)CC1 (stereo unspecified) the results were Pf growth 96h 45%[activator], Cycloheximide cs 1, HCV inhibitor -26%, Giardia FBPA inh -10%, Shiga toxin inh -6 and Pf growth 48h -13%.
Cc1c(C#N)c(N=CN(C)C)c(C(=O)c2ccc(Br)cc2)n1-c1ccc(Cl)cc1 was read as Pf growth 96h 5%, Cycloheximide cs 11, HCV inhibitor -8%, Giardia FBPA inh 5% and Shiga toxin inh -15.
Screening Cc1ccc(N2C(N)=C(C#N)C(c3cccnc3)C3=C2CC(C)(C)CC3=O)cc1 (stereo unspecified) returned Pf growth 96h 34%[activator], Cycloheximide cs 7, HCV inhibitor inconclusive, Giardia FBPA inh -27%, Shiga toxin inh 8 and Pf growth 48h inconclusive.
Screening CCOC(=O)N1CCN(c2ccc(O)cc2)CC1 returned Pf growth 96h inconclusive, Cycloheximide cs -2, HCV inhibitor -14%, Giardia FBPA inh -23% and Shiga toxin inh 2.
For COc1ccc(S(=O)(=O)N2CCN(Cc3cccc(OC)c3OC)CC2)cc1 the results were Pf growth 96h 0%, Cycloheximide cs -1, HCV inhibitor 8%, Giardia FBPA inh -1% and Pf growth 48h -13%.
For O=C(CSc1ccc(-c2ccc(F)cc2)nn1)NC1CCCCC1 the results were Pf growth 96h 34%[activator], Cycloheximide cs -1, HCV inhibitor -18%, Giardia FBPA inh -2%, Shiga toxin inh 3 and Pf growth 48h 2%.
C#CCN[C@H](C)Cc1ccccc1 was read as Pf growth 96h 23%, HCV inhibitor -5%, Giardia FBPA inh -1% and Pf growth 48h 10%.
For CCCCCCC(=O)Nc1nc(C)c(-c2csc(Nc3ccc(Cl)cc3)n2)s1 the results were Pf growth 96h 2.9µM*, Cycloheximide cs -2, HCV inhibitor 5%[8.37 µM], Giardia FBPA inh 6%, Shiga toxin inh -17 and Pf growth 48h 10µM*.
For Cc1cc2nc(CS(=O)(=O)c3ccccc3)cc(=O)n2[nH]1 the results were Pf growth 96h 18%[5.75 µM], Cycloheximide cs -3, HCV inhibitor 6%, Giardia FBPA inh inconclusive, Shiga toxin inh 24 and Pf growth 48h -3%.
`CC(C)n1c(O)c(N=NC(=O)CNC(=O)CCc2ccccc2)c2ccccc21` gave Pf growth 96h -1%, Cycloheximide cs 4, HCV inhibitor inconclusive, Giardia FBPA inh 6%, Shiga toxin inh 17 and Pf growth 48h 4%.
CC1(C)C(C(=O)O)N2C(=O)CC2S1(=O)=O (stereo unspecified) was read as Cycloheximide cs -1, Giardia FBPA inh 1% and Shiga toxin inh -2.
For CCCN(CCC)C(=O)CSc1nc2n[nH]c(C)c2c(=N)n1-c1ccc(OC)cc1 the results were Pf growth 96h inconclusive, Cycloheximide cs 9, HCV inhibitor inconclusive, Giardia FBPA inh 11%, Shiga toxin inh 15 and Pf growth 48h inconclusive.
`Cn1cccc1C(=O)NC(=O)COC(=O)c1cc(Cl)ccc1[N+](=O)[O-]` gave Pf growth 96h 31%[activator], Cycloheximide cs -2, HCV inhibitor -5%, Giardia FBPA inh -10%, Shiga toxin inh 7 and Pf growth 48h 51%[activator].
`COCCn1c(C)cc(C(=O)COC(=O)CCS(=O)(=O)c2ccc(C)cc2)c1C` gave Pf growth 96h -7%, HCV inhibitor 17% and Pf growth 48h 1%.
`CCC(=O)N1CCN=C1SCc1ccccc1Cl` gave Pf growth 96h 34%[activator], Cycloheximide cs -5, HCV inhibitor -9%, Giardia FBPA inh -6% and Shiga toxin inh -15.
For OCCN(CCO)CC(O)CN1c2ccccc2Sc2ccccc21 (stereo unspecified) the results were Pf growth 96h -1%, Cycloheximide cs -5, HCV inhibitor 13%, Giardia FBPA inh 11%, Shiga toxin inh -8 and Pf growth 48h inconclusive.
`Cc1nc(N)sc1C(=O)Nc1ccccc1` gave Pf growth 96h inconclusive, Cycloheximide cs 35*, HCV inhibitor 11%, Giardia FBPA inh -23%, Shiga toxin inh 68* and Pf growth 48h 120%[activator].
For COc1ccc(-n2c(C)nn(C)c2=O)cc1 the results were Pf growth 96h inconclusive, Cycloheximide cs -6, HCV inhibitor 8%, Giardia FBPA inh -3%, Shiga toxin inh -4 and Pf growth 48h 18%.
Screening O=C1/C(=C/C=C/c2ccco2)SC(=S)N1c1ccc(O)cc1 returned Pf growth 96h 14%, Cycloheximide cs 12, HCV inhibitor -7%, Giardia FBPA inh inconclusive, Shiga toxin inh 45 and Pf growth 48h 13%.
CCN(CC)C(=O)CC(c1ccc(OC)cc1)c1c(OC)cc(OC)c2ccc(=O)oc12 (stereo unspecified) was read as Pf growth 96h inconclusive, Cycloheximide cs 10&-2, HCV inhibitor 1%, Giardia FBPA inh 4%&3%, Shiga toxin inh -9&-9 and Pf growth 48h 10µM*.
For COC(=O)c1sc2nc(CSc3nc4ccc(C)cc4[nH]3)[nH]c(=O)c2c1C the results were Pf growth 96h inconclusive, Cycloheximide cs -5, HCV inhibitor 13%, Giardia FBPA inh 3% and Shiga toxin inh -6.
`CCN1CCN(CCCNC(=O)c2cc3c(s2)-c2ccccc2OC3)CC1` gave Pf growth 96h inconclusive, Cycloheximide cs 3&-4, HCV inhibitor 7.1µM*, Giardia FBPA inh 12%, Shiga toxin inh 4&1 and Pf growth 48h inconclusive.
For O=C(NCC1CCCCC1)c1cc2ccccc2cc1O the results were Pf growth 96h 1.7µM*, Cycloheximide cs 32*, HCV inhibitor 13µM*, Shiga toxin inh 74* and Pf growth 48h 1.3µM*.
O=C(NCC1(c2ccccc2)CCOCC1)c1ccc(Br)o1 was read as Pf growth 96h inconclusive, Cycloheximide cs -4, HCV inhibitor -2%, Giardia FBPA inh -1%, Shiga toxin inh -7 and Pf growth 48h -5%.
`Cc1nn(-c2ccccc2)c(Cl)c1/C=C(\CC(=O)O)c1nc2ccccc2s1` gave Cycloheximide cs -2, HCV inhibitor 3%, Giardia FBPA inh inconclusive, Shiga toxin inh -23 and Pf growth 48h -10%.
Cn1c(-c2ccc(Br)o2)nc2ccccc21 was read as Pf growth 96h 244%[activator], Cycloheximide cs 29*, HCV inhibitor -14%, Giardia FBPA inh -11%, Shiga toxin inh 56 and Pf growth 48h 178%[activator].
Screening CS(=O)(=O)N(Cc1ccccc1)c1ccccc1C(=O)O returned Pf growth 96h 0%, Cycloheximide cs -4, HCV inhibitor 9%, Giardia FBPA inh 4%, Shiga toxin inh 1 and Pf growth 48h 0%.
